S1P4 agonist = human S1P4 receptor agonism; O95977; S1P4-expressing cell line, agonist reporter assay; activation, % at 4.98 µM; actives 0.35% (n = 220,000); AID 1509; in the data active = activation above about 11%;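 note: 0% = DMSO vehicle and 100% = reference agonist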
Target sequence (O95977 whole entry, looked up): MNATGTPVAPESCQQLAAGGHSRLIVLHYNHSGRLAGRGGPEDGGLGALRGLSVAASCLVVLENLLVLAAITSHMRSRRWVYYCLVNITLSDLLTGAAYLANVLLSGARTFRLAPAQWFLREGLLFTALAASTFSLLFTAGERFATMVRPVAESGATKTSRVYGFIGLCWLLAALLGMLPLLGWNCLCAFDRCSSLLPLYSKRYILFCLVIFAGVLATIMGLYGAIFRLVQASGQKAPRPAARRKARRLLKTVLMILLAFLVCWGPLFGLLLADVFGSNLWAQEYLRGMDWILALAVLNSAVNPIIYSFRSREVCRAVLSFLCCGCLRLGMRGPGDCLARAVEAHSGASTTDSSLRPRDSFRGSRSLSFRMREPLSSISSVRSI
NPY-Y1 antag = NPY-Y1 (human) receptor antagonism. actives 1% (n = 200,000). inhibition, % at 3.6 µM. P25929. HEK293-CNG Y1 cells, membrane potential fluorescence; NPY at EC95, then isoproterenol;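 active = inhibition above the campaign mean inhibition of all tested compounds plus 3 SD, cut at about 20% in these data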;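 note: 0% = DMSO wells given NPY plus isoproterenol and 100% = isoproterenol alone without NPY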
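Material: HEK293 cells co-expressing NPY Y1 receptor and cyclic-nucleotide gated channel. Timing: compound incubation 1 h at room temperature, readout 45 min post-stimulation. Signal: fluorescence, membrane potential probe.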
S1P4 antagonist = human S1P4 receptor antagonism. O95977. S1P4-expressing cells, antagonist mode, reporter read-out. inhibition, % at 4.98 µM. actives 0.26% (n = 220,000). AID 1510; in the data active = inhibition above about 29%;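 note: 0% = wells stimulated with agonist and 100% = vehicle wells without agonist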
NPY-Y2 PAM-ag = potentiates or activates human NPY-Y2 receptor | actives 0.45% (n = 220,000) | AID 1359 | cells expressing NPY-Y2, potentiator/agonist read-out | P49146 | activation, % at 3.6 µM; in the data active = activation above about 27%;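 note: cells stimulated with NPY near EC25 plus isoproterenol at EC100; 0% = vehicle plus submaximal agonist and 100% = vehicle plus saturating agonist; some results beyond the cut were filed as inactive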
Target sequence (P49146 whole entry, looked up): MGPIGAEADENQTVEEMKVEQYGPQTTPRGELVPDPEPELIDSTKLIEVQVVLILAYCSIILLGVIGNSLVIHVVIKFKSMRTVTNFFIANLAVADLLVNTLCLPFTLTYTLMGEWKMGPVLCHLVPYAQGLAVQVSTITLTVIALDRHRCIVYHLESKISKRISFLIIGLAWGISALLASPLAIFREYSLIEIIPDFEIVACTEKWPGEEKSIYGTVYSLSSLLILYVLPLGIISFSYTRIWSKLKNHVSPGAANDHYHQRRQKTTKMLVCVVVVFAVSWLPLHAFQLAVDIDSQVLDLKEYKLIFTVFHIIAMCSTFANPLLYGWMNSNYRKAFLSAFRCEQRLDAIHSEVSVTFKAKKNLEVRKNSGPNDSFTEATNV
TRPML3 agonist = human mucolipin-3 channel agonism. Q8TDD5. HEK293 TRPML3-YFP, Fluo-8 calcium fluorescence; 100% = the carbachol control signal. activation, % at 3 µM. actives 0.29% (n = 220,000);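 active = activation above its plate's cutoff, the mean activation of the plate's test wells plus 3 SD, cut at about 12% in these data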;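 note: 0% = DMSO only wells and 100% = carbachol wells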
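Test system: TRPML3-YFP stable HEK293 cells. Doses: single point at 3 µM. Incubation: dye loading 1 h 37 °C then 30 min ambient, 125 s read. Signal: Fluo-8 calcium dye fluorescence, ex 470-495, em 515-575 nm. Measure: percent activation from peak-to-basal fluorescence ratio, scaled between DMSO and carbachol.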
EP2 mod = modulates human prostaglandin E2 receptor EP2 signaling. P43116. AID 940. EP2-expressing cells, cAMP HTRF FRET, PGE2 co-stimulation. actives 0.83% (n = 260,000). induction, % at 25 µM;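 active = compounds whose cAMP rise, as percent of the full-agonist control response, exceeds 60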;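 note: rat C6 glioma line stably carrying human EP2 under a CMV promoter; the protocol text gives 20 µM as final concentration; 100% = response of wells given 1 µM PGE2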
CHOP inhibitor = CHOP inhibition in unfolded protein response | CHO-K1 CHOP-promoter luciferase, tunicamycin-induced, 15-18 h | actives 3.8% (n = 220,000) | AID 2732 | inhibition, % at 10 µM;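 active = compounds that reduced the stress-induced luciferase reporter signal by more than about 70% of percent inhibition, limit read from the data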;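 note: 0% = tunicamycin plus vehicle and 100% = wells without tunicamycin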
TRPN1 ag = activates the zebrafish TRPN1 channel. HEK293 zebrafish TRPN1-YFP, Fluo-8 calcium fluorescence; 100% = response to 87 µM carbachol. activation, % at 3 µM. actives 0.18% (n = 220,000). AID 1424;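 active = activation above its plate's cutoff, the mean activation of test wells on that plate plus 3 SD, cut at about 19% in these data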;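 note: 0% = DMSO alone and 100% = 87 µM carbachol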
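Material: zebrafish TRPN1-YFP in HEK293 cells; Doses: single test compound dose, 3 µM nominal, 0.3% DMSO; Timing: dye loading 1 h at 37 °C, then 30 min room temperature; Technique: intracellular calcium fluorescence with Fluo-8; Benchmarks: high carbachol 87 µM, low DMSO alone.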
NPY-Y1 PAM-ag = potentiators or agonists of human neuropeptide Y receptor Y1. NPY-Y1 expressing cells, potentiator/agonist activation. activation, % at 3.6 µM. actives 0.37% (n = 220,000); in the data active = activation above about 33%, passing the limit was not always enough;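 note: cells stimulated with NPY at EC10 then isoproterenol at EC100; 0% = low agonist plus stimulus and 100% = saturating agonist plus stimulus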
* = called active by the depositor; x = not tested or not shown; & = joins results of further samples.

SMILES	S1P4 agonist	NPY-Y1 antag	S1P4 antagonist	NPY-Y2 PAM-ag	TRPML3 agonist	EP2 mod	CHOP inhibitor	TRPN1 ag	NPY-Y1 PAM-ag
[O-]/C(=C(\C(=S)NCCN1CCOCC1)[n+]1ccccc1)c1ccc(Cl)s1	0.2	2	-6	1	0.5	9	1	1.3	-6
O=C(COc1ccccc1)Nc1sc2c(c1C(=O)NCc1cccnc1)CCCC2	0.3	-1	-12	-5	-0.5	-3	98*	-0.5	-21
CCN(CC)C(=O)CSC1c2ccccc2C(=O)N1c1ccccc1 (stereo not drawn)	-2.1	1	-15	8	0.5	1	-18	0.2	29
Clc1ccccc1Nc1nnc(-c2ccncc2)s1	1.7	0	-14	-5	0.3	-31	43	-0.1	-10
CCOc1ccc(C2CC(c3ccccc3C)n3nc(N)nc3N2)cc1 (stereo not drawn)	3.0	1	-18	10	0.7	12	10	3.0	22
COc1cc(C)nc(N2CCCC(C(=O)Nc3cccc(Cl)c3C)C2)n1 (stereo not drawn)	0.4	2	-15	-2	0.9	14	105*	1.8	10
Cn1c(-c2sccc2OCc2ccccc2)n[nH]c1=S	1.7	3	-9	12	-0.6	-7	8	-0.3	-4
O=C(COc1ccccc1)N1CCN=C1SCc1ccccc1F	1.1	x	2	-4	-0.3	-5	20	1.5	1
COc1ccc(CCc2nc(-c3ccc(-n4cccc4)cc3)no2)cc1	1.2	6	-12	1	0.4	-5	3	0.7	-8
CC(Sc1nc(-c2ccc(F)cc2)cs1)C(=O)Nc1ccc(Cl)cn1 (stereo not drawn)	-0.6	-2	-24	1	-0.1	-23	12	-1.7	-18
Cc1cc(C)c2c(=O)n(CC(=O)NCCCN3CCN(c4ccccc4F)CC3)sc2n1	5.8	0	12	1	0.2	-63	1	2.1	11
O=C(CCc1nc(-c2cccs2)no1)NCc1ccc(F)cc1Cl	-4.1	6	2	-22	-1.3	-9	52	-1.4	-10
Cc1ccc([N+](=O)[O-])c(OCCCNCC(C)O)c1 (stereo not drawn)	-1.8	-2	6	-9	0.7	15	-5	0.1	-8
COc1cc(OC)cc(C(=O)N2CCC(C(=O)Nc3ccc4c(c3)OCCO4)CC2)c1	-4.0	7	-22	-1	-0.3	-9	31	-0.7	7
CCCN(Cc1cc2cccc(C)c2[nH]c1=O)C(=O)c1cccc(OC)c1	-0.1	4	-37	-2	-0.5	x	x	1.0	-3

Nine compounds from above, ordered by heavy-atom count, lowest first:
SMILES	S1P4 agonist	NPY-Y1 antag	S1P4 antagonist	NPY-Y2 PAM-ag	TRPML3 agonist	EP2 mod	CHOP inhibitor	TRPN1 ag	NPY-Y1 PAM-ag
Clc1ccccc1Nc1nnc(-c2ccncc2)s1	1.7	0	-14	-5	0.3	-31	43	-0.1	-10
Cn1c(-c2sccc2OCc2ccccc2)n[nH]c1=S	1.7	3	-9	12	-0.6	-7	8	-0.3	-4
O=C(CCc1nc(-c2cccs2)no1)NCc1ccc(F)cc1Cl	-4.1	6	2	-22	-1.3	-9	52	-1.4	-10
CC(Sc1nc(-c2ccc(F)cc2)cs1)C(=O)Nc1ccc(Cl)cn1 (stereo not drawn)	-0.6	-2	-24	1	-0.1	-23	12	-1.7	-18
CCOc1ccc(C2CC(c3ccccc3C)n3nc(N)nc3N2)cc1 (stereo not drawn)	3.0	1	-18	10	0.7	12	10	3.0	22
CCCN(Cc1cc2cccc(C)c2[nH]c1=O)C(=O)c1cccc(OC)c1	-0.1	4	-37	-2	-0.5	x	x	1.0	-3
O=C(COc1ccccc1)Nc1sc2c(c1C(=O)NCc1cccnc1)CCCC2	0.3	-1	-12	-5	-0.5	-3	98*	-0.5	-21
COc1cc(OC)cc(C(=O)N2CCC(C(=O)Nc3ccc4c(c3)OCCO4)CC2)c1	-4.0	7	-22	-1	-0.3	-9	31	-0.7	7
Cc1cc(C)c2c(=O)n(CC(=O)NCCCN3CCN(c4ccccc4F)CC3)sc2n1	5.8	0	12	1	0.2	-63	1	2.1	11

The list continues.
SMILES	S1P4 agonist	NPY-Y1 antag	S1P4 antagonist	NPY-Y2 PAM-ag	TRPML3 agonist	EP2 mod	CHOP inhibitor	TRPN1 ag	NPY-Y1 PAM-ag
N#Cc1ccc(NC(=O)CCc2nc3ccccc3s2)cc1	1.6	-2	-22	2	0.6	-32	6	0.1	-11
CCOc1ccc2nnc(-c3ccc(Br)cc3)n2n1	-1.6	4	4	-2	-0.5	11	22	0.6	-10
Cc1cc(-c2ccccc2)nc2oc(C(=O)NN)c(N)c12	1.9	x	-6	-22	-1.1	-32	6	-3.0	4
CN1CCN(c2ccc(NC(=O)c3ccc4c(c3)OCCO4)cc2)CC1	-0.5	-1	3	-1	0.7	-9	30	-0.7	-5
COCCNC(=O)NC12CC3(C)CC(C)(CC(C)(C3)C1)C2	-1.1	1	1	-3	0.6	18	-2	0.4	12
Cc1nn2c(N3CCCC3)cc(C(C)C)nc2c1-c1ccccc1	-0.2	-4	-3	7	0.6	75*	-19	1.2	-12
CC1CN(c2cc(=O)n(-c3ccccc3)c(=O)[nH]2)CC(C)O1 (stereo not drawn)	-0.7	4	3	-16	0.1	19	26	2.0	-13
COc1cccc(NC(=O)CC2C(=O)NC3CCCCC3N2C(=O)c2ccc(F)cc2)c1 (stereo not drawn)	1.0	0	-17	1	0.4	-22	-30	2.3	-21
O=C(c1ccc([N+](=O)[O-])cc1)N1CCSC1c1ccccc1 (stereo not drawn)	-0.1	1	-12	1	0.4	14	-3	-1.1	-15
Cn1cc(/C=C/C(=O)N2CCCC(C(=O)c3cccc4ccccc34)C2)cn1 (stereo not drawn)	-0.5	x	3	-1	0.1	-22	23	1.1	-3
O=C(c1ccc(Cn2c(=S)[nH]c3ccc(Br)cc3c2=O)cc1)N1CCN(C2CCCCC2)CC1	-0.2	12	-46	-4	1.5	4	27	1.8	-18
O=[N+]([O-])c1cccc(S(=O)(=O)NCCc2cn3ccccc3n2)c1	0.6	x	-4	9	0.6	-16	13	2.5	11
CSc1ccc(-c2nc(CN3CCCCC3c3cccnc3)c(C)o2)cc1 (stereo not drawn)	0.7	4	-6	-7	-0.4	4	39	0.6	-13
CCOCc1cn(CC(=O)c2ccc([N+](=O)[O-])cc2)c(C)nc1=N	-1.4	3	10	20	0.7	5	-1	0.3	18
CCc1ccc(-c2cc(C(=O)N/N=C/c3ccccn3)[nH]n2)cc1	-0.4	7	-1	2	0.6	-80	40	1.1	17
Nc1nc(-c2cccnc2)nn1S(=O)(=O)c1ccccc1	1.7	-1	5	14	-0.3	5	-24	1.1	-4
C=CCNc1nc(NCCN2CCOCC2)nc(N2CCOCC2)n1	0.3	3	1	0	0.0	13	10	0.7	-9
CN(C)c1ccc(C2CC(c3cccc(NS(C)(=O)=O)c3)=NN2C(=O)c2ccccc2)cc1 (stereo not drawn)	-0.6	-1	25	10	0.3	12	-8	1.2	30
COC(=O)CSc1nc2cc(C)cc(C)c2cc1C#N	0.5	4	2	-22	1.1	41&34	0	2.1	1
O=C(CNC(=O)c1ccccc1F)NC1CC1	-0.1	2	2	-1	0.3	15	-11	-1.1	13
COc1ccc(C(=O)O/N=C(\N)Cc2ccc(Cl)c(Cl)c2)cc1OC	2.5	0	-13	-10	0.1	-57	49	0.3	-6
CCN(CC(O)Cn1c2ccccc2c2ccccc21)S(=O)(=O)c1ccc(F)cc1 (stereo not drawn)	-0.3	-3	-1	4	0.5	5	70*	-0.2	1
NC(=O)c1cnn(-c2ccc3ccccc3c2)c1N	-0.5	3	-2	5	0.7	0	6	-0.8	-3
O=C(NCc1cccs1)c1cc2c(s1)CCCC2	1.0	12	-3	3	-0.7	-2	31	-0.5	4
COc1ccc(C/C(N)=N/OC(=O)COc2ccccc2C)cc1	0.5	5	-4	-11	0.1	-11	6	-2.8	-13
CN1CCN(CCCc2c3c(cc4c2CCC4)CCC3)CC1	-0.3	1	-1	-1	1.1	-4	4	0.8	-39
CCOc1ncccc1C(=O)Nc1ccc(F)c(F)c1	0.4	2	-14	-8	0.2	6	-16	-2.4	1
O=C(NNC(=S)Nc1ccccc1)c1ccc2ncccc2c1	-0.5	-3	1	-1	0.5	7	-15	1.2	-17
Cc1onc(-c2c(Cl)cccc2Cl)c1C(=O)c1c[nH]c(C(=O)NC2CC2)c1	1.9	2	-12	1	-0.7	-18	-5	0.9	16
COc1ccccc1C(=O)Nc1ccc(N2CCN(Cc3ccccc3)CC2)cc1	-2.0	2	-1	-7	-0.3	-10	22	-0.1	18

Sorted by the number under TRPML3 agonist (smallest number first): 3 of the compounds above
| Structure | TRPML3 agonist |
| --- | --- |
| Nc1nc(-c2cccnc2)nn1S(=O)(=O)c1ccccc1 | -0.3 |
| CCOc1ncccc1C(=O)Nc1ccc(F)c(F)c1 | 0.2 |
| CCN(CC(O)Cn1c2ccccc2c2ccccc21)S(=O)(=O)c1ccc(F)cc1 (stereo not drawn) | 0.5 |

(more compounds)
SMILES	S1P4 agonist	NPY-Y1 antag	S1P4 antagonist	NPY-Y2 PAM-ag	TRPML3 agonist	EP2 mod	CHOP inhibitor	TRPN1 ag	NPY-Y1 PAM-ag
CC(C)C(NC(=O)c1ccccc1F)C(=O)Nc1ccc2c(c1)OCO2 (stereo not drawn)	-2.6	13	-16	-21	-0.6	-14	13	0.1	-13
COc1ccc2cc(S(=O)(=O)N3CCCCCC3)ccc2c1	0.8	2	-15	5	2.0	-34	14	-0.9	6
COc1cc(C(=O)NC(=S)Nc2ccc3oc(=O)ccc3c2)cc(OC)c1OC	0.5	0	-13	-1	0.8	1	5	-0.8	4
Cc1cccc(OCC(=O)Nc2nc3ccc([N+](=O)[O-])cc3s2)c1C	-1.3	-9	-18	17	0.1	-18	57	1.2	4
Cc1ccc(-c2ccc(/C=N/N=C3/NC(=O)C(CC(=O)O)S3)o2)c([N+](=O)[O-])c1 (stereo not drawn)	-2.1	2	7	-6	1.4	26	-6	-1.4	-10
Cc1cc(=O)[nH]c(N/N=C/c2ccc(OC(=O)c3ccco3)cc2)n1	1.6	-1	-9	-7	0.8	-31	-11	0.0	5
COc1ccc(C(=O)n2ccc(C)n2)cc1Br	0.3	3	-15	9	-0.3	-7	-1	-1.3	10
O=C1NN(c2ccccc2)C(=O)/C1=C/c1ccc(Sc2cccc3ccccc23)o1	-1.6	10	-21	4	1.2	-27	104*	0.2	2
Cc1cc(C(=O)NCc2cccs2)ccc1[N+](=O)[O-]	1.3	0	-20	5	0.9	-6	6	1.3	-5
COc1cccc(-c2cc(C(=O)N3C(C)CCCC3C)no2)c1 (stereo not drawn)	0.5	8	2	-25	-0.3	-24	16	-0.8	11
NC(=O)c1ccc(NC(=O)COC(=O)c2ccc3c(c2)OCCO3)cc1	0.3	x	-12	6	0.1	4	-2	0.3	-8
O=C(CSc1nc2ccccc2c(=O)n1-c1ccccc1)NCc1ccco1	-0.8	-3	-4	9	-0.5	24	8	-0.5	3
CCOc1ccc(NC(=O)CN2C(=O)S/C(=C/c3cccn3C)C2=O)cc1	1.1	-1	-16	-6	-0.1	24	-7	-0.2	-7
COc1ccc(NC(=S)N2CCN(Cc3ccco3)CC2)c(OC)c1	-1.3	7	-6	0	0.4	5	8	-0.2	12
